# Source: PubChem (National Center for Advancing Translational Sciences (NCATS))
# p53null 39C kill = kills p53 null cells at the nonpermissive temperature; H1299 p53-null (neo) cells, 39C, ATPlite viability, 24 h; Potency, µM (series often up to 46.1 µM), for inactives: top-dose activity, negative = cell killing, usual class: cytotoxic; 55,000 compounds, 0.97% hits;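 also: potency is read from the fitted curve at half-maximal effect; 0% = DMSO only and -100% = full killing by 100 µM tamoxifen; nearly all actives have a fitted effect of over 50% in size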
#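 Temperature-shift cytotoxicity format: compound titrations on p53-null or A138V-expressing H1299 cells held 24 hr at 39C, cell ATP then measured, AC50 from Hill model.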
# B2AR arrestin ag = beta-arrestin recruitment by human beta2-adrenergic receptor ligands | HTLA Tango cells, beta-arrestin recruitment, luciferase luminescence, 18 h | Potency, µM (top dose mostly 46.1 µM), without a hit: top-dose activation, actives largely listed as activators | P07550 | 44,000 tested, under 10 active;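 also: potency is read from the fitted curve at half-maximal effect; 0% = DMSO and full agonism = EC100 isoproterenol or metaproterenol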
#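 Ligand-induced beta-arrestin recruitment to recombinant beta2-AR is measured via a tTA-driven luciferase reporter in Tango cells after 18 hr compound exposure at 37 degrees C. Concentrations span up to 46 microM.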
# p53null 32C tox = selectivity test: cytotoxicity in p53 null cells, permissive temperature; Potency, µM (titrated, usually from 46.1 µM), inactives show top-dose activity change, negative = cytotoxicity, hits mostly cytotoxic; 55,000 compounds, 0.62% hits; AID 903; H1299-neo p53 null cells, ATP luminescence, 24 h, 32C;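 also: potency is read from the fitted curve at half-maximal effect; 0% = DMSO only and -100% = full killing by 100 µM tamoxifen; nearly all actives have a fitted effect of over 55% in size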
#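 AC50 values derive from Hill modelling of qHTS concentration-response data (up to 46 uM) in H1299-neo cells. Cells were treated 24 h at 32C following overnight attachment at 37C; viability was read as cellular ATP.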
# NTMT1 inh = NTMT1 methyltransferase inhibition; Potency, µM (series often up to 114 µM), without a hit: at the top dose activity change, negative = inhibition, actives largely listed as inhibitors; 59,000 compounds, 2.5% hits; Q9BV86; NTMT1 MTase-Glo SAH luminescence, purified enzyme;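 also: potency is read from the fitted curve at half-maximal effect; plate controls were DMSO vehicle for no effect and no enzyme for full effect; nearly all actives have a fitted effect of over 65% in size; many of its hits are not listed in these tables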
# GALK inh = GALK (human) enzyme inhibition. 44,000 tested, under 10 active. Potency, µM (series often up to 57.5 µM), without a hit: top-dose activity, negative = inhibition, most hits filed as inhibitors. recombinant GALK, Kinase-Glo ATP luminescence, 1 h;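 also: plate controls were full GALK reaction for no effect and reaction lacking GALK for full effect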
# Target sequence (P51570 whole entry, looked up): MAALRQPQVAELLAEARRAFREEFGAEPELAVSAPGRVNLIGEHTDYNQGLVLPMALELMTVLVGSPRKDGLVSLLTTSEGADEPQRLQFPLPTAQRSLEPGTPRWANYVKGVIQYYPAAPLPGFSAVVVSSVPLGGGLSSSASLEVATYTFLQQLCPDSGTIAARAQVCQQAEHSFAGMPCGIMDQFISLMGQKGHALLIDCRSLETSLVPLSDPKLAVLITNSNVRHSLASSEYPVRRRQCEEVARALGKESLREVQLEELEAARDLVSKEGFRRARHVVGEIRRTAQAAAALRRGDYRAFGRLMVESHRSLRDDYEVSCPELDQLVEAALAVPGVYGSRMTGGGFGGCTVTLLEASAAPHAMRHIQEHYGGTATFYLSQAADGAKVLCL
#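 Compounds were pinned into ATP buffer, then GALK-galactose mix was added (final 5 nM enzyme, 35 uM ATP, 100 uM galactose, pH 8.0). After 1 h at room temperature, Kinase-Glo Plus was added and luminescence read.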
# FH mod = Identification of activators of human fumarate hydratase by quantitative high-throughput screening; Fumarate hydratase, mitochondrial (Homo sapiens), P07954; FH coupled MDH/diaphorase resazurin fluorescence, 15 min; Potency, µM (doses to about 79.9 µM), without a hit: top-dose activity change, negative = inhibition, most hits filed as inhibitors; 54,000 compounds, 0.22% hits; AID 1347055, 2019; also: potency is read from the fitted curve at half-maximal effect; % is scaled to controls: 0 for no effect and ±100 for the full control effect; the screen sought activators but most active calls are inhibition curves; nearly all actives have a fitted effect of over 45% in size
# Target sequence (P07954 whole entry, looked up): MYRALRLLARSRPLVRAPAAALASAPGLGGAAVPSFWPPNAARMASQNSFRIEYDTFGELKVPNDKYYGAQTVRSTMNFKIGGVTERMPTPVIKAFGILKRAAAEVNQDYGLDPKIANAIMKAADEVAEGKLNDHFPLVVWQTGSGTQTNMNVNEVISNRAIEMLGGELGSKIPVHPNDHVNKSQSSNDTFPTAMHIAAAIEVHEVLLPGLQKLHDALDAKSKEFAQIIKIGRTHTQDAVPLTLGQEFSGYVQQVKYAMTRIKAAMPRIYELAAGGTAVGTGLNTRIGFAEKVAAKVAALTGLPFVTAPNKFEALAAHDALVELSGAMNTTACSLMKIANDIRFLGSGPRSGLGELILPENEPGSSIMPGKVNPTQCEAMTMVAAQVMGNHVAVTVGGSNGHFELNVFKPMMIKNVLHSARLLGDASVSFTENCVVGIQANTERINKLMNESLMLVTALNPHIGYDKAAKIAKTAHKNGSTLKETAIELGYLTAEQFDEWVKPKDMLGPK
# PTAP-TSG101 blk = TSG101-PTAP interaction inhibition, HIV-1 budding. 44,000 tested, under 10 active. Fluorescence polarization, FITC-PTAP peptide/Tsg101, 20 min. Potency, µM (doses to about 115 µM), without a hit: at the top dose activity change, negative = inhibition, hits mostly inhibitors. Q99816. AID 1347069; also: potency is read from the fitted curve at half-maximal effect; 0% is about no effect
#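 Fluorescence polarization: Tsg101 binding domain (10 uM final) in 10 mM HEPES pH 7.5, 0.15 M NaCl, 0.01% Tween 20, 3 mM EDTA, 0.1 mM TCEP; compounds pinned; FITC-PTAP peptide 50 nM final; 20 min, r.t.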
# * hit, by the source's call; u = inconclusive; x = not tested or not shown; [ ] = remark or other dose. Calls follow the shape of the dose curve; as a rule, active = well fitted curve in the direction sought with a large enough effect; inconclusive = small, poorly fitted or top-dose-only effect, or another doubt; inactive = no such curve, though single readings can be large; an effect the other way counts as inactive or inconclusive. Some of the compounds tested (hit frequency here may not be typical).
# Under each structure – p53null 39C kill	B2AR arrestin ag	p53null 32C tox	NTMT1 inh	GALK inh	FH mod	PTAP-TSG101 blk
- CCOC(=O)c1c(C)[nH]c(C)c1S(=O)(=O)N1CCCC(C(=O)NCc2cccc(C)c2)C1 (stereo unspecified)
→ -10%	-1%	0%	-4%	3%	21%	5%
- CNC(=O)c1c(NC(=O)c2nc(SCc3ccc(C)cc3)ncc2Cl)sc2c1CCCC2
→ -20%	-1%	-2%	11%	-1%	6%	3%
- CCN1CCN(C(c2cccc(F)c2)c2c(O)cc(C)n(Cc3ccco3)c2=O)CC1 (stereo unspecified)
→ 10%	0%	-3%	-8%	0%	-10%	3%
- CCN(Cc1ccccc1)Cc1c(O)ccc2oc(C)c(C(=O)Nc3ccc(C)cc3C)c12
→ 11%	0%	13%	-3%	-12%	-15%	-6%
- CCCCNC(=O)Cn1cnc2sc(C)c(S(=O)(=O)N3CCN(c4ccccc4OC)CC3)c2c1=O
→ -8%	1%	6%	6%	-2%	5%	-5%
- COc1ccc(OCC(=O)NCc2ccc3c(c2)CCN3C(=O)c2ccccc2)cc1
→ 4%	-1%	2%	-6%	-1%	-3%	-13%
- CCc1cccc(C)c1NS(=O)(=O)c1ccc(-n2cccn2)cc1
→ 14%	0%	12%	1%	-1%	-13%	-2%
- Cc1ccc(CSC2=Nc3ccccc3C3=NC(CC(=O)NCc4cccs4)C(=O)N23)cc1 (stereo unspecified)
→ 44%[activator]	u	4%	1%	-4%	-23%	-5%
- O=C(NCc1cccs1)c1ccc(Cn2c(SCc3ccc(F)cc3)nc3cccnc32)cc1
→ u	0%	-29%	-15%	2%	-23%	1%
- COc1cc(CN(C(=O)c2ccccc2F)C2CCS(=O)(=O)C2)cc(OC)c1OC (stereo unspecified)
→ -3%	0%	2%	-1%	-10%	4%	1%
- CCc1noc(-c2ccc(NC(C)c3ccccc3)c([N+](=O)[O-])c2)n1 (stereo unspecified)
→ 41%[activator]	-2%	8%	12%	3%	-8%	0%
- COc1ccc(C(=O)CCC(=O)Nc2cc(C)ccc2C)cc1
→ 17%	-1%	1%	4%	-1%	-2%	2%
- COc1cc(Cl)c(S(=O)(=O)NCCc2c(C)[nH]c3c(C)cccc23)cc1Cl
→ -10%	0%	-19%	u	8%	u	-5%
- CCCCNC(=O)c1c(-c2ccccc2)c(-c2ccccc2)nn(C)c1=O
→ -8%	0%	1%	4%	1%	7%	-6%
- CCOC(=O)c1c(NC(=O)CSc2cn(CCNC(=O)c3c(F)cccc3F)c3ccccc23)sc2c1CCC2
→ x	0%	x	7%	6%	-12%	-2%
- CCOC(=O)c1nnc2c(-c3ccc(Cl)cc3)c(C)nn2c1C
→ x	-2%	x	1%	2%	1%	-1%
- Cc1ccc(-c2nc(C)c(CCNC(=O)c3ccco3)s2)cc1
→ -6%	1%	-14%	-20%	3%	-31%	1%
- COc1ccc(CCNC(=O)c2cnn(-c3ccc(F)cc3)c2C2CCN(C(=O)OC(C)(C)C)CC2)cc1OC
→ -4%	2%	1%	9%	-3%	-4%	-2%
- CCOc1ccccc1CNS(=O)(=O)c1ccc(-c2coc(C)n2)cc1
→ 14%	-1%	7%	-6%	0%	-4%	-8%
- CCOC(=O)Cn1c(=O)n(-c2ccc(Cl)cc2)c2nc(-c3ccc(Cl)cc3)nc(C(N)=O)c21
→ 2%	2%	0%	10%	1%	-1%	1%
- CCOc1ccc(C2C(=O)N(C3CCCCCC3)CC(=O)N2CCc2ccc(OC)c(OC)c2)cc1OC (stereo unspecified)
→ 23%	2%	1%	x	3%	x	0%
- Cc1cccc(NC(=O)Cn2c(=O)oc3cc(S(=O)(=O)NCc4ccccc4)ccc32)c1
→ -7%	0%	u	2%	-1%	-16%	0%
- CCCS(=O)(=O)N1CC(=O)N(c2ccccc2C)C(C)(C(=O)NC2CCCCC2)C1 (stereo unspecified)
→ 6%	0%	3%	3%	1%	-8%	1%
- CCOc1ccc2nc(N(Cc3cccnc3)C(C)=O)sc2c1
→ -8%	-1%	-2%	4%	-5%	0%	-5%
- COc1cccc(Cn2c(-c3nonc3NC(C)=O)nc3ccccc32)c1
→ -17%	-1%	12%	0%	0%	-5%	0%
- CCOc1ccc(C2CC(=O)N(c3cccc(F)c3)C3=C2C(=O)OC3)cc1 (stereo unspecified)
→ -12%	-1%	-4%[9.22 µM]	20%	8%	-4%	-10%
- CCCOc1ccc(Oc2nc(NC)nc(N3CCOCC3)n2)nn1
→ -10%	-1%	-11%	6%	-1%	-1%	-1%
- CCOc1ccc(-c2nc(C(N)=O)c3c(n2)n(-c2ccc4c(c2)OCO4)c(=O)n3CC)cc1
→ -15%	0%	-7%	-1%	-1%	-10%	1%
- Cc1ccc(CNC(=O)c2ccc(N3CCCC3)c(NC(=O)Nc3ccc(C)cc3)c2)cc1
→ -1%	-1%	-8%	26%	0%	6%	0%
- Cc1cn2c(=O)cc(COc3ccc(NC(=O)c4ccc(C(C)(C)C)cc4)cc3)nc2s1
→ -21%	0%	0%	2%	-9%	-6%	3%

# 5 compounds picked at random from the list so far:
# Under each structure – p53null 39C kill	B2AR arrestin ag	p53null 32C tox	NTMT1 inh	GALK inh	FH mod	PTAP-TSG101 blk
- CCOc1ccccc1CNS(=O)(=O)c1ccc(-c2coc(C)n2)cc1
→ 14%	-1%	7%	-6%	0%	-4%	-8%
- Cc1ccc(-c2nc(C)c(CCNC(=O)c3ccco3)s2)cc1
→ -6%	1%	-14%	-20%	3%	-31%	1%
- Cc1cn2c(=O)cc(COc3ccc(NC(=O)c4ccc(C(C)(C)C)cc4)cc3)nc2s1
→ -21%	0%	0%	2%	-9%	-6%	3%
- CCN(Cc1ccccc1)Cc1c(O)ccc2oc(C)c(C(=O)Nc3ccc(C)cc3C)c12
→ 11%	0%	13%	-3%	-12%	-15%	-6%
- CCOc1ccc(C2CC(=O)N(c3cccc(F)c3)C3=C2C(=O)OC3)cc1 (stereo unspecified)
→ -12%	-1%	-4%[9.22 µM]	20%	8%	-4%	-10%

# Later entries
# Under each structure – p53null 39C kill	B2AR arrestin ag	p53null 32C tox	NTMT1 inh	GALK inh	FH mod	PTAP-TSG101 blk
- O=c1nc2c(-c3ccc(F)cc3Cl)n[nH]n2c2ccccc12
→ 11%	1%	-15%	5%	-1%	-16%	1%
- COc1ccccc1NC(=O)CN1C(=O)c2cccc3cccc1c23
→ -17%	0%	-2%	-6%	5%	2%	-1%
- CCSc1nc2n(n1)C(c1ccc(CC)cc1)C(C(=O)Nc1ccccc1OC)=C(C)N2 (stereo unspecified)
→ 8%	-2%	-10%	20%	2%	3%	-2%
- CCN(CC)S(=O)(=O)c1ccc(NC(=O)CN(c2ccccc2)S(=O)(=O)N(C)C)cc1
→ 0%	1%	4%	-2%	7%	-9%	0%
- Cc1ccc(CNC(=O)c2sc3nc(C)cc(C)c3c2-n2cccc2)cc1
→ 27%	-1%	0%	0%	0%	-4%	3%
- CCOC(=O)c1c(NC(=O)c2cc(CC(C)C)on2)sc(C(C)=O)c1C
→ 25%	1%	2%	x	0%	x	0%
- O=C(C1COc2ccccc2O1)N1CCN(c2nc3ccc(F)cc3s2)CC1 (stereo unspecified)
→ -5%	-3%	1%	4%	-5%	-16%	-6%
- CCOc1ccccc1NC(=O)C(NS(=O)(=O)c1cccc2nsnc12)c1ccccc1 (stereo unspecified)
→ 4%	-1%	-3%	-5%	-1%	-14%	-2%
- Cc1cc(C(=O)NCc2ccccc2C)c2c(C)nn(-c3cccc(F)c3)c2n1
→ -11%	-1%	6%	-11%	-6%	-2%	0%
- O=C(Nc1cccc(Cl)c1)c1cc(-c2ccc3c(c2)OCO3)on1
→ -24%	-2%	-7%	x	7%	x	-3%
- Cc1cc(Nc2cccc(C(F)(F)F)c2)nc2ccc(NC(=O)c3cccnc3)cc12
→ u	-1%	28µM*	3%	2%	u	-1%
- Cc1nc2nc(SCC(=O)Nc3cccc(Cl)c3)nn2c(C)c1Cc1ccccc1
→ 13%	3%	22%	36%[activator]	-5%	-13%	-3%
- Cc1ccc2c(c1)c1c(c(=O)n(-c3ccccc3)c(=O)n1Cc1ccccc1C)n2C
→ -3%	-1%	0%	10%	2%	1%	0%
- Cc1ccc(OCc2cc(=O)n3ccsc3n2)c(NC(=O)c2ccco2)c1
→ -12%	0%	-4%	3%	-1%	9%	-10%
- CCCCOC(=O)c1c(N)n(-c2ccc(OC)cc2OC)c2nc3ccccc3nc12
→ 2%	1%	4%	6%	-11%	2%	1%
- COc1ccc(N(C)C(=O)CCS(=O)(=O)c2cccc3nsnc23)cc1
→ -7%	0%	34%[activator]	-19%	0%	10%	-1%
- COc1ccc(C(CNC(=O)c2ccc(C)cc2)N2CCOCC2)cc1 (stereo unspecified)
→ 21%	-3%	-3%	5%	3%	-6%	0%
- CCc1ccccc1N(CC)C(=O)C1CCN(c2ncnc3c2nc2n3CCCCC2)CC1
→ -2%	0%	5%	-15%	-4%	u	-5%
- COc1cc(-c2nnc(SCC(=O)Oc3ccccc3)o2)cc(OC)c1OC
→ 30%[activator]	-2%	1%	8%	-9%	-3%	-3%
- CCc1ccc(C2=CC(c3cccc(C)c3)n3c(nc4ccccc43)N2)cc1 (stereo unspecified)
→ 10µM*	2%	10µM*	-6%	0%	-5%	3%
- Cc1ccc(CNS(=O)(=O)c2ccc3[nH]c4c(c3c2)CCCC4)cc1
→ u	-1%	1%	-27%	0%	u	-3%
- CC(=O)c1cccc(NCc2ccccc2-c2nnc(-c3ccccc3)o2)c1
→ -20%	-1%	-12%	x	0%	x	0%
- CCc1ccccc1Nc1cc(C(=O)NCc2ccc(C)cc2)c2ccccc2n1
→ -11%	1%	18%	3%	6%	-10%	1%
- CC(C)N(Cc1ccccc1)C(=O)CN1C(=O)COc2ccc(S(=O)(=O)N3CCCCCC3)cc21
→ -15%	0%	10%	-1%	4%	-18%	0%
- COc1ccc(N2CCN(C(=O)c3cc4c(-c5ccccc5F)nn(C)c4s3)CC2)cc1
→ 0%	1%	21%	-5%	-2%	-28%	-1%
- Cc1ccc(Cl)cc1N1CCN(C(=O)C2CCN(S(=O)(=O)c3ccc4c(c3)oc(=O)n4C)CC2)CC1
→ 18%	-1%	11%	u	0%	-23%	0%
- COc1cccc(N2CCN(C(=O)Cn3ncc4c(=O)oc5ccccc5c43)CC2)c1
→ -4%	1%	-2%	-11%	7%	-13%	0%
- CC1=C(C(=O)Nc2ccccc2Cl)C(c2cccs2)n2ncnc2N1 (stereo unspecified)
→ 1%	0%	-2%	-1%	-1%	9%	-4%
- CC1=C(C(=O)OC2CCCC2)C(c2cccc(Cl)c2Cl)CC(=O)N1 (stereo unspecified)
→ 2%	-1%	-8%	10%	-6%	-14%	-10%
- O=C(Nc1ccc2oc(-c3ccc(O)c(Br)c3)nc2c1)c1cc2ccccc2o1
→ -3%	-2%	6%	-6%	2%	-17%	-4%
- COc1ccc(C)cc1NC(=O)C(NS(=O)(=O)c1cccs1)c1ccccc1 (stereo unspecified)
→ -1%	1%	13%	u	-7%	1%	-1%
